High-throughput results deposited in PubChem by The Scripps Research Institute Molecular Screening Center.
UHRF1 binding – UHRF1 methylated DNA binding inhibitors, primary screen, counter-screen for MBD2 inhibitor project, biochemical, TR-FRET, human UHRF1, single concentration. actives 0.75% (n = 370,000). inhibition, % at 4.4 µM. UHRF1 binding to methylated oligo; in the data active = inhibition above about 21%;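 note: UHRF1 SRA domain binding a hemimethylated CpG hairpin DNA probe; 0% = median of test compound wells and 100% = reference inhibitor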
MBD2 inh – inhibitors of MBD2 binding to methylated DNA, primary screen, biochemical, TR-FRET, DNA-binding domain, human; Methyl-CpG-binding domain protein 2 (Homo sapiens), Q9UBB5; MBD2 binding to methylated oligonucleotide; inhibition, % at 4.4 µM; actives 0.31% (n = 370,000); AID 686964, 2013; in the data active = inhibition above about 13%
Target sequence (Q9UBB5 whole entry, looked up, the tested form may be a part): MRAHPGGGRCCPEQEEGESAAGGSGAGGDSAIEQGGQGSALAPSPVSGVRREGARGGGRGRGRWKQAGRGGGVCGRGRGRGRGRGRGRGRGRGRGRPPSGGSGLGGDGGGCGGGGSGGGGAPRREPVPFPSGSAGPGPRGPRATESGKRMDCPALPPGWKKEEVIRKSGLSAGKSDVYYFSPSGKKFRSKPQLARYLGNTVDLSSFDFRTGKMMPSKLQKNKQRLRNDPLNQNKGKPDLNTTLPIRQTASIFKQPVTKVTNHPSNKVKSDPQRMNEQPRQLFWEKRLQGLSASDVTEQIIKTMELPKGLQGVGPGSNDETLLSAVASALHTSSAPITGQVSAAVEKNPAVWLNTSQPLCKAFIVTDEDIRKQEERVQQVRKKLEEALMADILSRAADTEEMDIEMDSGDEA
ASAP1 GAP inh – inhibitors of human ASAP1 ArfGAP activity, primary screen, biochemical, fluorescence polarization | Arf-GAP with SH3 domain, ANK repeat and PH domain-containing protein 1 (Homo sapiens), … | ASAP1-stimulated ARF1 GTP hydrolysis, GDP FP detection | inhibition, % at 16.5 µM | actives 0.19% (n = 360,000); in the data active = inhibition above about 25%;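 note: 0% = vehicle with enzyme and substrate and 100% = no enzyme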
Target sequence (Q9ULH1 325-724 limits assumed): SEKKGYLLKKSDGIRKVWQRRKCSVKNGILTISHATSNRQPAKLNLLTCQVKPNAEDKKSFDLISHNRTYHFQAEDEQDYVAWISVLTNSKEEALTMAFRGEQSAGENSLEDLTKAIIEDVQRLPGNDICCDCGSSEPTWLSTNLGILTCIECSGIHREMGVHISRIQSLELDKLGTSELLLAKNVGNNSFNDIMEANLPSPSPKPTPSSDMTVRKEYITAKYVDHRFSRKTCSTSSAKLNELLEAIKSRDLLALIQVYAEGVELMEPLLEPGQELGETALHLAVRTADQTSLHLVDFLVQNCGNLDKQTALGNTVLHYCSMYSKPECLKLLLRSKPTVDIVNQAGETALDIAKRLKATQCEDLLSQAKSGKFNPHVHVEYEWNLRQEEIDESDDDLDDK
ADAM17 inh – ADAM17 inhibitors, primary screen, biochemical, QFRET | Disintegrin and metalloproteinase domain-containing protein 17 (Homo sapiens), P78536 | recombinant ADAM17, EDANS/DABCYL FRET peptide cleavage | inhibition, % at 6.95 µM | actives 0.83% (n = 370,000);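 active = inhibition above the mean of compounds lying between control limits plus 3 SD, set per campaign, cut at about 8.5% in these data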;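 note: 0% = DMSO-only wells as the low control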
ARFGAP1 inhibitor – inhibitors of rat ARFGAP1 GAP activity, primary screen, biochemical, fluorescence polarization, GDP tracer. AID 651572, 2012. ADP-ribosylation factor GTPase-activating protein 1 (Rattus norvegicus), Q62848. inhibition, % at 16.5 µM. Arfgap1-stimulated ARF1 GTP hydrolysis, GDP FP detection. actives 0.26% (n = 360,000);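 active = inhibition above a per-plate limit, mean inhibition of low control wells plus 3 SD, cut at about 25% in these data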;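 note: 0% = DMSO wells with enzyme and 100% = wells lacking Arfgap1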
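Repeats: one replicate per compound; assay system: rat Arfgap1 catalytic domain, aa 1-136; times: enzyme reaction 120 min at 25 °C after 20 min preincubation; detection: FP of antibody-bound GDP Alexa 633 tracer, ex 620/em 688 nm; benchmarks: high control wells lacking Arfgap1, low control full reaction with DMSO; reagent: human ARF1(Δ1-17)-GTP substrate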
DDE Tn7 FP inh – inhibitors of Tn7 peptide binding to fibrin DD(E), primary screen, biochemical, fluorescence polarization, human fibrin, Tn7 probe | actives 0.13% (n = 370,000) | FP displacement of FITC-Tn7 peptide from fibrin DD(E); 0% = median of compound wells per plate | inhibition, % at 8.3 µM | AID 720508, 2013;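 active = inhibition above the mean of compounds falling within the control limits plus 3 SD of them, cut at about 14% in these data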;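 note: 0% = plate median of compound wells and 100% = 10 µM Aha-Tn7 peptide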
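Assay system: human fibrin DD(E) protein / Input: 2 µM fibrin DD(E) / Benchmarks: high control of 10 µM Aha-Tn7 peptide / Measured by: fluorescence polarization of the labelled Tn7 tracer / Medium: Tris buffer with calcium and detergent, pH 7.8 / Timing: 10 min compound pre-incubation, 3 h probe incubation at room temperature / Repeats: one replicate per compound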
PLCg1 inh – PLC-gamma1 enzyme inhibitors, primary screen, biochemical, fluorescence, purified enzyme; 1-phosphatidylinositol 4,5-bisphosphate phosphodiesterase gamma-1 (Homo sapiens), P19174; fluorogenic substrate; inhibition, % at 12.2 µM; actives 0.84% (n = 370,000); AID 720700, 2013; in the data active = inhibition above about 9.5%
proKLK7 act – proKLK7 zymogen activators, primary screen, biochemical, fluorescence intensity; AID 652039, 2013; Kallikrein-7 (Homo sapiens), P49862; purified proKLK7, EDANS-DABCYL substrate fluorescence; 100% is mature enzyme control, 0% vehicle; activation, % at 7 µM; actives 0.9% (n = 370,000);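 active = activation above the mean of all tested compounds plus 3 SD, computed per campaign excluding outliers beyond control limits, cut at about 13% in these data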
Target sequence (P49862 whole entry, looked up): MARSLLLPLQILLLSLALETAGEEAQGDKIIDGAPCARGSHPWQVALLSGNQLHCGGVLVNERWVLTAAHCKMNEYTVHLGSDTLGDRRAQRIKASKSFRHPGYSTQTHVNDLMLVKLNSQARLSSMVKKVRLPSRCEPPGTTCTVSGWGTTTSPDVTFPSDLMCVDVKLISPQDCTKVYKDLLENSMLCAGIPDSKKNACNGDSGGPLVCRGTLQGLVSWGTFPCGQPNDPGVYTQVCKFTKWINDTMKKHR
Tn6 DDE FP – inhibitors of Tn6 peptide binding to fibrin DD(E), primary screen, biochemical, fluorescence polarization, human fibrin, Tn6 probe; Fibrin DD(E) TRITC-Tn6 fluorescence polarization displacement; inhibition, % at 8.3 µM; AID 720509, 2013; Fibrinogen beta chain (Homo sapiens), P02675; actives 0.21% (n = 370,000);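 active = inhibition above a per-campaign cutoff: mean of compounds within control limits plus 3 SD, cut at about 15% in these data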;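 note: 0% = median of all compound wells on the plate and 100% = blocking peptide control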
PLC-beta3 inh – human PLC-beta3 inhibitors, primary screen, biochemical, fluorescence; inhibition, % at 12.2 µM; AID 720704, 2013; Purified PLC-beta3, fluorogenic substrate; actives 0.18% (n = 370,000); in the data active = inhibition above about 11%;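 note: 0% = median of compound wells on plate and 100% = full blocker control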
The depositor's hits bear a star. Not a hit list (roughly 4.1% active in at least one column).

Structure | MBD2 inh | DDE Tn7 FP inh | ARFGAP1 inhibitor | PLC-beta3 inh | ADAM17 inh | PLCg1 inh | Tn6 DDE FP | proKLK7 act | ASAP1 GAP inh | UHRF1 binding
CCCc1nnc(NC(=O)CC(=O)OCC)s1 | -1 | -7 | 9 | 7 | 1 | 3 | 3 | -0.1 | -6 | 1
CCC(CO)Oc1cc(NC(=O)c2ccc(N)cc2)c2ncn(C(C)C)c2c1 (stereo unspecified) | 6 | 4 | -8 | -13 | -5 | -10 | 4 | -0.6 | 10 | 18
CCc1nc2c(OCC(=O)C(C)(C)C)cccn2c1N(C)C(=O)c1cccs1 | -8 | -2 | 5 | -1 | -2 | 1 | 2 | 0.1 | -8 | 1
O=C(CSc1nnc(C2CC2)n1-c1ccccc1)NC1CCS(=O)(=O)C1 (stereo unspecified) | -1 | 5 | 0 | -5 | -2 | 1 | 2 | 0.1 | 12 | 3
Cc1ccc(S(=O)(=O)N/N=C\c2cn(CC(N)=O)c3ccccc23)cc1C | 2 | 8 | 0 | -8 | -4 | -2 | -5 | 0.2 | -1 | -1
COc1ccc(C(C#N)N2N=C(C)CC2c2ccccc2)cc1OC (stereo unspecified) | 1 | 1 | 1 | -3 | -2 | 3 | -2 | -0.2 | -25 | -1
Cn1nc(C(=O)NC2CCCc3ccccc32)ccc1=O (stereo unspecified) | -4 | 3 | 2 | 0 | -6 | -2 | 1 | -0.2 | -2 | -1
CCC(C)NC(=O)c1ccccc1-c1ccccc1C(=O)NC(C)CC (stereo unspecified) | 1 | -5 | -1 | 2 | -2 | -2 | -6 | -0.2 | 3 | 1
COc1ccc(/C=C2\SC(=O)N(CCNC(=O)C3=COCCO3)C2=O)cc1 | -4 | -2 | 8 | 8 | 3 | 4 | 3 | -0.7 | 1 | 0
c1ccc(-c2noc(CN3CCN(C(c4ccccc4)c4ccccc4)CC3)n2)cc1 | -1 | -8 | -4 | 6 | 0 | 1 | -6 | -0.6 | -6 | 0
COCc1c(C(=O)Nc2ccc3nc(N4CCOCC4)sc3c2)oc2ccccc12 | 2 | -3 | 7 | -126 | -2 | -97 | -1 | -75 | 19 | 1
CCn1c(SCC(=O)N2CCc3ccccc32)nnc1-c1ccncc1 | 8 | -2 | 7 | 1 | -5 | 0 | -1 | -0.1 | 2 | -1
Cc1cccc(NC(=O)CCSc2ccccc2)c1C | 0 | 1 | 0 | 0 | -3 | -2 | 2 | -0.5 | 0 | 3
Cn1c(SCC(=O)Nc2ccc(Cl)cc2)nc(O)cc1=O | -2 | 0 | -3 | -2 | 6 | 3 | 4 | 0.3 | -9 | 2
Cn1c(=O)c2c(nc(CN3CCc4ccccc4C3)n2Cc2ccccc2)n(C)c1=O | -1 | 1 | 8 | -8 | -4 | -8 | -8 | 0.3 | -10 | 0
O=C(CSc1nc2sc3c(c2c(=O)[nH]1)CCCC3)NCCO | 2 | -2 | -13 | -1 | -14 | -3 | 10 | 0.3 | -2 | 0
CC(=O)N1CCN(S(=O)(=O)c2ccc(F)c(Cl)c2)CC1 | 0 | 0 | 9 | -8 | -3 | -1 | 8 | -0.2 | 1 | 0
O=C(NCc1ccco1)/C(=C/c1ccc(Cl)cc1)NC(=O)c1ccco1 | 8 | 4 | 1 | -16 | -7 | -9 | -10 | -0.2 | 5 | 4
Cc1ccc(C(=O)COC(=O)CCC(=O)Nc2cccc(Cl)c2)cc1[N+](=O)[O-] | -1 | 1 | -7 | 2 | -2 | 0 | -2 | 0.3 | 12 | -1
CCOC(=O)CN1C(=O)C(O)(c2c(C)[nH]c3ccccc23)c2ccccc21 (stereo unspecified) | 8 | 1 | 13 | -1 | -8 | -9 | -6 | -0.1 | 10 | 6
Cn1cc(C(=O)c2ccc(Cl)cc2Cl)cc1C(=O)N/N=C(\N)COc1ccc(F)cc1 | -2 | 12 | -5 | 3 | 2 | 0 | -1 | -0.7 | 8 | -3
CC12CN(NC(=O)c3ccc(Cl)cc3)C3(C#N)CC1CCC23C (stereo unspecified) | 1 | -5 | -5 | 2 | -1 | 0 | -1 | 0.1 | 3 | 0
O=C(Nc1cccc(Cl)c1)N1CCN(C/C=C/c2ccccc2)CC1 | -1 | 2 | 1 | 1 | 0 | 2 | 3 | -0.6 | 8 | -2
COC(=O)[C@@H]1Cc2c([nH]c3ccccc23)C(C)N1C(=O)c1ccccc1 (stereo partly specified) | 3 | -5 | 9 | -5 | -3 | -2 | 0 | 0.8 | 7 | 2
Cn1cc(CNC(=O)c2cc(COc3ccc4c(c3)CCCC4)on2)cn1 | -3 | -1 | -5 | -9 | 1 | -2 | 8 | 0.7 | -3 | -1
COc1ccc(CCNC(=O)c2ccc(Cl)c(S(=O)(=O)N3CCCCCC3)c2)cc1 | 4 | 0 | -6 | -2 | 2 | -3 | -2 | -0.2 | -1 | -1
COc1cc(C2c3cc4c(cc3OC(N3CCCCC3)C2C)OCO4)cc(OC)c1O (stereo unspecified) | -1 | -4 | -10 | 2 | 8 | 1 | -1 | -0.1 | 5 | 2
COc1ccc(-c2csc(C(O)c3ccc(F)cc3)n2)cn1 (stereo unspecified) | -6 | -9 | 6 | -2 | 2 | 2 | 0 | -0.5 | 1 | 1
OCCC1CN(Cc2cccc(-n3cccn3)c2)CCN1Cc1ccccc1 (stereo unspecified) | 3 | -5 | -8 | 4 | 0 | 3 | -4 | -0.2 | -16 | -1
CCCCN1C(=S)SC(C)(C)C1/[N+]([O-])=C/c1cccnc1 (stereo unspecified) | -2 | 3 | 6 | -2 | -4 | -2 | 6 | 0.7 | 4 | 1

An excerpt from above in order of molar mass, largest number first:
Structure | MBD2 inh | DDE Tn7 FP inh | ARFGAP1 inhibitor | PLC-beta3 inh | ADAM17 inh | PLCg1 inh | Tn6 DDE FP | proKLK7 act | ASAP1 GAP inh | UHRF1 binding
CCc1nc2c(OCC(=O)C(C)(C)C)cccn2c1N(C)C(=O)c1cccs1 | -8 | -2 | 5 | -1 | -2 | 1 | 2 | 0.1 | -8 | 1
CCC(CO)Oc1cc(NC(=O)c2ccc(N)cc2)c2ncn(C(C)C)c2c1 (stereo unspecified) | 6 | 4 | -8 | -13 | -5 | -10 | 4 | -0.6 | 10 | 18
CCOC(=O)CN1C(=O)C(O)(c2c(C)[nH]c3ccccc23)c2ccccc21 (stereo unspecified) | 8 | 1 | 13 | -1 | -8 | -9 | -6 | -0.1 | 10 | 6
COc1ccc(C(C#N)N2N=C(C)CC2c2ccccc2)cc1OC (stereo unspecified) | 1 | 1 | 1 | -3 | -2 | 3 | -2 | -0.2 | -25 | -1

The list goes on.
Structure | MBD2 inh | DDE Tn7 FP inh | ARFGAP1 inhibitor | PLC-beta3 inh | ADAM17 inh | PLCg1 inh | Tn6 DDE FP | proKLK7 act | ASAP1 GAP inh | UHRF1 binding
COc1ccc(-n2ncc(Cl)c(Cl)c2=O)cc1 | -1 | 2 | -3 | -52 | 1 | -35 | 0 | 0.6 | -7 | -1
Cc1ccc(N/C=C2\C(=O)C3(C)CCC2C3(C)C)cc1C (stereo unspecified) | 1 | -7 | -2 | -4 | -3 | -1 | -3 | 0.8 | -1 | 0
CN(CC(=O)Nc1ccc(F)c(F)c1F)C(=O)CC1CCCCC1 | -4 | -5 | 4 | -5 | -1 | 0 | 10 | 0.0 | 2 | -2
Cc1ccccc1C(=O)/C(C#N)=N/Nc1c(C)n(C)n(-c2ccccc2)c1=O | 2 | 3 | 2 | 5 | 6 | 6 | 7 | 0.0 | 0 | 0
Cc1cccnc1NC(=O)c1cccc(S(=O)(=O)N2CCN(c3ccccc3)CC2)c1 | -4 | 8 | -3 | 0 | -1 | -1 | 11 | 0.0 | 7 | 0
Cc1oc(-c2cccc(Cl)c2)nc1CS(=O)(=O)CC(=O)NC1CCCC1 | -1 | -3 | -6 | -5 | 0 | 0 | -2 | 0.0 | 14 | 6
C[C@H](CO)N1C[C@H](C)[C@@H](CN(C)S(=O)(=O)c2ccc(F)cc2)Oc2c(NS(=O)(=O)c3ccc(F)cc3)cccc2C1=O | 3 | -8 | 5 | -4 | -5 | 0 | -1 | 0.8 | -8 | 1
Cc1ccc(C)c(NS(=O)(=O)c2ccc3[nH]c(=O)[nH]c3c2)c1 | -3 | 6 | 2 | -8 | -5 | -1 | 1 | -0.2 | 5 | -3
COCC(=O)N(Cc1cc2ccc(C)c(C)c2n2nnnc12)C1CCCC1 | 0 | 0 | -6 | 1 | -2 | 2 | 4 | 0.0 | 11 | 0
O=C(NCc1nnc2c(C(F)(F)F)cc(Cl)cn12)c1ccc(Br)o1 | 0 | 4 | -4 | -8 | -4 | -2 | -1 | -0.9 | -5 | 0
CCn1cc(C(=O)N[C@H](C)c2ccccc2)c(=O)c2cc(F)c(N3CCN(C)CC3)cc21 | 1 | 9 | 5 | -18 | -43 | -15 | 0 | 2.4 | 15 | 1
Nc1nnc(SCC(=O)NNC(=O)c2ccc(F)cc2)s1 | -2 | -1 | 12 | -4 | 5 | -4 | 0 | 0.2 | -2 | 2
O=C(Nc1ccc(Cl)cc1)N(Cc1cccnc1)Cc1ccco1 | 3 | 7 | -1 | -1 | -3 | 2 | 1 | -0.3 | 13 | 0
Cc1nc(N)ncc1CCC1OCCO1 | -5 | -3 | -7 | 1 | -3 | -2 | 1 | 0.5 | -18 | 1
CC(=O)Nc1cc(C(=O)OCC(=O)c2ccccc2)ccc1C | 0 | 1 | 1 | 7 | 5 | 5 | -1 | -0.7 | 0 | 1
O=C(NC(=S)Nc1ccc(S(=O)(=O)N2CCOCC2)cc1)c1ccccc1[N+](=O)[O-] | 2 | -1 | 4 | -3 | -2 | -1 | -2 | -0.5 | -8 | 3

2 entries drawn at random from those above, as already listed:
Structure | MBD2 inh | DDE Tn7 FP inh | ARFGAP1 inhibitor | PLC-beta3 inh | ADAM17 inh | PLCg1 inh | Tn6 DDE FP | proKLK7 act | ASAP1 GAP inh | UHRF1 binding
O=C(NC(=S)Nc1ccc(S(=O)(=O)N2CCOCC2)cc1)c1ccccc1[N+](=O)[O-] | 2 | -1 | 4 | -3 | -2 | -1 | -2 | -0.5 | -8 | 3
COCC(=O)N(Cc1cc2ccc(C)c(C)c2n2nnnc12)C1CCCC1 | 0 | 0 | -6 | 1 | -2 | 2 | 4 | 0.0 | 11 | 0
